# RTF Ca sens inh: cardiac RTF calcium sensitivity inhibitors, primary screen, biochemical, IANBD-TnC fluorescence, EC70 calcium | Troponin I, cardiac muscle (Homo sapiens) + Troponin T, cardiac muscle (Homo sapiens) + … | IANBD-labeled cardiac RTF, Ca2+ fluorescence | inhibition, % at 7.15 µM | hit rate 0.12% among 340,000 | AID 493244, 2011;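 active = inhibition above the mean inhibition of all tested compounds plus 3 SD, cut at about 17% in these data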;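 also: assay run at fixed EC70 calcium of 1.6 mM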
# C-LANA FP: inhibitors of KSHV C-LANA binding to DNA, primary screen, biochemical, fluorescence polarization, FAM-LBS DNA, MBP-C-LANA, single point. Kaposi's sarcoma herpesvirus LANA C-terminal domain (residues 932-1162) DNA binding. inhibition, % at 9 µM. hit rate 0.078% among 340,000;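 active = highest replicate inhibition at or above 60% at 9 µM, even if other replicates fall short; inactive = all replicates below 60% inhibition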;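 also: 0% = neutral control wells and 100% = 4 µM acridine orange control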
# Rtt109 HAT inh: inhibitors of C. albicans Rtt109/Vps75 HAT, primary screen, biochemical, ThioGlo CoA-SH fluorescence, plate reader; inhibition, % at 34.9 µM; hit rate 0.16% among 330,000; purified Rtt109/Vps75, 4 h;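 active = inhibition of at least 50% in every replicate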
# Target sequence (Q5AAJ8 whole entry, looked up): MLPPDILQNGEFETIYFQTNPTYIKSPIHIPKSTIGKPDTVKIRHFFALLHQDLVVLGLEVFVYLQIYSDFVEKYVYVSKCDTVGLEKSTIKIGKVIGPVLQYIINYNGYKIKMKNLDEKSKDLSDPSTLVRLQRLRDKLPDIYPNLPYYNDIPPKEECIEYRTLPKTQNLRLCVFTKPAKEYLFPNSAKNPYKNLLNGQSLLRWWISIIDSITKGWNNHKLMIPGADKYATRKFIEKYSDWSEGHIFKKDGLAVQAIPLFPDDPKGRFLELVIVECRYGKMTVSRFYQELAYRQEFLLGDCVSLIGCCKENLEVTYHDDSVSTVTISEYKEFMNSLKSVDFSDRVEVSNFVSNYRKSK
# CAL PDZ FP-1: CAL PDZ peptide-binding inhibitors, primary screen, biochemical, fluorescence polarization, Cer-tagged CAL PDZ, HTS; hit rate 0.02% among 330,000; purified CAL PDZ, TMR-peptide fluorescence polarization, 1 h; AID 504414, 2011; inhibition, % at 20 µM; Golgi-associated PDZ and coiled-coil motif-containing protein (Homo sapiens), Q9HD26;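 active = highest replicate inhibition of at least 40%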;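 also: plate controls were DMSO neutral control wells for no effect and unlabeled competitor peptide control wells for full effect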
#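 System: tagged CAL PDZ domain. Schedule: 1 h room-temperature incubation prior to read. Signal: fluorescence polarization (mP). Measure: percent inhibition from loss of millipolarization.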
# Keap1-Nrf2 PPI: Keap1-Nrf2 protein-protein interaction inhibitors, primary screen, biochemical, fluorescence polarization, single point; Kelch-like ECH-associated protein 1 (Homo sapiens), Q14145; Keap1 Kelch-Nrf2 peptide fluorescence polarization, 1536-well; inhibition, % at 9.4 µM; hit rate 0.15% among 340,000; AID 504523, 2011; in the data active = inhibition above about 12%;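 also: human Keap1 Kelch domain with fluorescein labeled Nrf2 9mer peptide probe; 0% = neutral control wells and 100% = peptide positive control; higher means more block of Keap1 binding to Nrf2 peptide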
# DAGLB inh: DAGLB lipase inhibitors, primary screen, biochemical, fluorescence, HTS | AID 504411, 2011 | HEK293T DAGLB membrane lysate, EnzChek fluorogenic substrate | hit rate 0.059% among 340,000 | inhibition, % at 5.17 µM | Diacylglycerol lipase-beta (Homo sapiens), Q8NCG7; in the data active = inhibition above about 34%;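 also: 0% = enzyme with vehicle and 100% = wells lacking enzyme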
# SR-BI DiI-HDL act: activators of SR-BI mediated DiI-HDL uptake, primary screen, ldlA[mSR-BI] CHO cells, DiI fluorescence; 3 h; 100 = double the neutral-control signal; activation, % at 12.5 µM; hit rate 0.096% among 320,000; AID 504775, 2011;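 active = mean replicate activation of at least 60% and every replicate at or above 60%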;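 also: 0% = median plate neutral-control signal and 100% = twice that signal; values of inactives mirror those of a sister screen read the other way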
#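 material = CHO ldlA[mSR-BI] cells | medium = Ham's F12 with 0.5% BSA, HEPES 25 mM, pH 7.4 | reagent = fluorescent DiI-HDL, 10 µg/mL final | compound dosing = single-point compound dose | incubation = 3 h, 37 °C | measured by = bottom-read fluorescence, 550/595 nm | measure = HDL uptake via cellular fluorescence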
# RTF Ca sens act: cardiac RTF calcium sensitivity activators, primary screen, biochemical, IANBD-TnC fluorescence, EC20 calcium | IANBD-labeled TnC RTF fluorescence at EC20 calcium; 0% EC20 calcium, 100% full calcium | Troponin I, cardiac muscle (Homo sapiens) + Troponin T, cardiac muscle (Homo sapiens) + … | activation, % at 7.2 µM | hit rate 0.24% among 340,000;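 active = activation above the mean over all tested compounds plus 3 SD, cut at about 30% in these data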;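 also: rise in fluorescence read as greater calcium sensitivity of cardiac thin filaments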
# CAL PDZ FP-2: untagged CAL PDZ binding inhibitors, primary screen, biochemical, fluorescence polarization, HTS; Golgi-associated PDZ and coiled-coil motif-containing protein (Homo sapiens), Q9HD26; purified CAL PDZ, TMR-peptide fluorescence polarization, 1 h; inhibition, % at 24.9 µM; hit rate 0.92% among 300,000; AID 602252, 2012;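 active = mean inhibition of at least 30% with at least half of replicates also reaching 30%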;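 also: 0% = DMSO neutral control and 100% = excess unlabeled competitor peptide PRC23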
# PKA-R2B act: activators of PKA-R2B holoenzyme, primary screen, biochemical, fluorescence polarization, Cy5-IP20, human. PKA-R2B holoenzyme dissociation; R2B truncated from residue 108, S112A mutant; 0% DMSO only, 100% 113 µM cGMP. activation, % at 11.4 µM. hit rate 0.079% among 340,000. AID 504700, 2011;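 active = activation above a cutoff set at the mean over all compounds plus 3 SD, cut at about 18% in these data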;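 also: higher means more holoenzyme dissociation and a rise in polarization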
# Target sequence (P31323 whole entry, looked up, other chains not shown, the tested form may be a part): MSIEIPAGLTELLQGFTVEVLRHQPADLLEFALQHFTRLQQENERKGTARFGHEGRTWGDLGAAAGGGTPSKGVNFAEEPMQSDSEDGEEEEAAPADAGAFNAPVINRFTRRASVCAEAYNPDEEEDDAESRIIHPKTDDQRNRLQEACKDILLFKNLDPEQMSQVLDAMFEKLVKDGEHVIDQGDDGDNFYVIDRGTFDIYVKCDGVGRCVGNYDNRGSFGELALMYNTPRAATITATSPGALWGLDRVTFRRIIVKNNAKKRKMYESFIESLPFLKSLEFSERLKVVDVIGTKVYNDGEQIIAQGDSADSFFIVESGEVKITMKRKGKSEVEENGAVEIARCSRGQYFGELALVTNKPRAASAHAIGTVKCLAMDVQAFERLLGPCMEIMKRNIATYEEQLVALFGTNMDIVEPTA
# * marks the source's active call; other numbers are inactive results; . = no result given.
# Short forms: A = RTF Ca sens inh; B = C-LANA FP; C = Rtt109 HAT inh; D = CAL PDZ FP-1; E = Keap1-Nrf2 PPI; F = DAGLB inh; G = SR-BI DiI-HDL act; H = RTF Ca sens act; I = CAL PDZ FP-2; J = PKA-R2B act
O=C(NC1CCN(Cc2ccccc2)CC1)C1CCN(S(=O)(=O)c2ccc(Cl)cc2)CC1
  A = -9	B = 1.5	C = 4	D = -0.3	E = -3	F = 1	G = .	H = -1	I = .	J = 4
CC(C)Nc1nc(Oc2ccc(=O)n(-c3ccccc3)n2)nc(N(C)C)n1
  A = -11	B = -5.0	C = -2	D = -0.6	E = -1	F = 3	G = -4	H = -4	I = -1	J = 5
Cc1nnc(NC(=O)c2oc3c(ccc4ccccc43)c2C)s1
  A = -4	B = 0.9	C = 1	D = -0.6	E = -5	F = -1	G = -43	H = -4	I = -2	J = -18
CS(=O)(=O)n1nc(-c2ccc(Cl)cc2)nc1SCc1ccccc1
  A = -3	B = 0.9	C = 4	D = -2.9	E = -3	F = -14	G = 10	H = 2	I = .	J = 0
CCCCNC(=S)NNC(=O)CCn1nc(C)c(Br)c1C
  A = -10	B = -0.4	C = -3	D = .	E = -1	F = 1	G = -1	H = 3	I = -3	J = -11
NNC(=O)c1nnsc1-c1csnn1
  A = -8	B = 0.8	C = -1	D = 0.2	E = -1	F = 4	G = 12	H = -1	I = 0	J = 8
Cc1ccc(-c2nn(CC(=O)NCc3ccccn3)c(=O)c3ccccc23)cc1S(=O)(=O)N(C)C
  A = .	B = 0.8	C = 17	D = -1.7	E = -2	F = .	G = -18	H = .	I = 3	J = .
CC1=C(C(=O)OCC2CCCO2)C(c2ccc(Cl)cc2)NC(=O)N1 (stereo unspecified)
  A = -4	B = 0.1	C = 12	D = -2.2	E = 4	F = 0	G = 2	H = -3	I = -3	J = 7
CC(C)N(Cc1nc(-c2ccccc2)no1)C(=O)CN(C)S(=O)(=O)c1ccccc1
  A = -3	B = -1.8	C = 5	D = -0.6	E = -4	F = -3	G = -12	H = -4	I = -3	J = 2
O=C(NCc1ccco1)/C(=C/c1cccnc1)NC(=O)c1ccco1
  A = -13	B = -0.1	C = -11	D = -2.5	E = 4	F = 0	G = 17	H = 0	I = -1	J = 10
CCOC(=O)c1c(NC(=O)C(C)OC(=O)C2=COCCO2)sc2c1CCCC2 (stereo unspecified)
  A = -5	B = -0.3	C = 1	D = -2.6	E = -3	F = -16	G = -2	H = 1	I = -8	J = -4
CC(C)(C)NC(=O)c1ccc(COc2ccccc2Br)o1
  A = -14	B = 0.6	C = -10	D = -0.7	E = -3	F = -4	G = 12	H = 4	I = -1	J = -5
Cc1ccc([N+](=O)[O-])cc1NC1CC(O)C(CO)O1 (stereo unspecified)
  A = 1	B = -0.1	C = 2	D = 1.0	E = 1	F = 1	G = 7	H = -6	I = 31*	J = 5
Cc1ccc(C(=O)OC2=CC(=O)CC(C)(C)C2)cc1
  A = 3	B = -0.6	C = 4	D = -1.8	E = 0	F = 0	G = 15	H = -2	I = -9	J = 0
O=C(O)c1ccccc1C(=O)OCc1c(-c2ccccc2)ncc2ccccc12
  A = -10	B = 1.1	C = -3	D = 0.8	E = 1	F = 2	G = 20	H = -3	I = -2	J = -5
O=C(CSc1nnc(-c2c[nH]c3ccccc23)o1)c1ccc(-c2ccccc2)cc1
  A = -9	B = 0.3	C = -3	D = -0.7	E = -5	F = -1	G = -17	H = 3	I = -1	J = 3
COc1ccc(OC)c(S(=O)(=O)N2CCc3ccccc3C2)c1
  A = -5	B = -0.2	C = -1	D = -0.8	E = 3	F = -3	G = -34	H = 1	I = -3	J = 9
CSc1ccccc1NC(=O)c1ccc(N2CC3CC(C2)c2cccc(=O)n2C3)c(NC(=O)c2cccnc2)c1 (stereo unspecified)
  A = -1	B = 0.0	C = 12	D = -0.6	E = -3	F = 1	G = 11	H = -4	I = -7	J = -3
O=C(C1CC(c2ccc(F)cc2)=NO1)N1CCCc2ccccc21 (stereo unspecified)
  A = -21	B = -0.4	C = 2	D = -4.3	E = 1	F = -2	G = -16	H = 3	I = .	J = 10
O=C(CSCSCC(=O)NCC1CCCO1)NCC1CCCO1 (stereo unspecified)
  A = 1	B = -1.8	C = 2	D = -0.5	E = -1	F = 1	G = -2	H = 7	I = 0	J = -12
CCOC(=O)Cc1csc(NC(=O)CCCCCN2C(=O)c3ccccc3C2=O)n1
  A = 0	B = -3.8	C = 7	D = -0.7	E = 3	F = 1	G = 1	H = -4	I = 0	J = 2
Nc1nnc(-c2ccccc2)c(-c2ccccc2)n1
  A = -5	B = 1.4	C = -7	D = -1.4	E = 1	F = 1	G = .	H = -3	I = -7	J = -8
O=C(CCC(=O)Nc1ccc(F)cc1)N/N=C/c1ccc(F)cc1
  A = 2	B = -2.2	C = 3	D = 0.2	E = 4	F = 1	G = 11	H = -3	I = -12	J = 1
CCOC(=O)C1(CCCc2ccccc2)CCN(CC(O)CO)CC1 (stereo unspecified)
  A = -7	B = 0.4	C = 0	D = 0.5	E = -5	F = -1	G = 1	H = 1	I = 0	J = -9
COc1cc2c(C(=O)O)c(C)n(-c3ccccc3)c2c2ccccc12
  A = -5	B = 0.1	C = -20	D = -1.9	E = 4	F = 6	G = 24	H = -1	I = -2	J = 7
CCc1cc(=O)oc2cc3occ(C)c3cc12
  A = -1	B = -3.8	C = 10	D = -0.2	E = 4	F = -1	G = -19	H = -1	I = -3	J = -8
COCCCNC(=S)NNC(=O)c1ccc2c(c1)OCO2
  A = -1	B = -0.3	C = -6	D = -0.5	E = 3	F = 2	G = -4	H = -3	I = -3	J = -2
CN(C)c1ccc(NC(=O)c2cccc([N+](=O)[O-])c2)c2ccccc12
  A = 2	B = 2.5	C = 12	D = -0.9	E = -2	F = -3	G = -26	H = -2	I = 1	J = -4
O=C1c2ccccc2C(=O)C1c1ccc(Br)cc1
  A = -10	B = 2.4	C = -6	D = -0.5	E = -3	F = 10	G = 7	H = -2	I = -1	J = -8
CC(=O)N(C)c1ccc(C=C2C=Cc3ccccc32)cc1
  A = -6	B = 1.2	C = 0	D = -0.9	E = -12	F = 1	G = -6	H = -2	I = -4	J = 1

# Record cards (already shown). Order of values: RTF Ca sens inh | C-LANA FP | Rtt109 HAT inh | CAL PDZ FP-1 | Keap1-Nrf2 PPI | DAGLB inh | SR-BI DiI-HDL act | RTF Ca sens act | CAL PDZ FP-2 | PKA-R2B act
# O=C1c2ccccc2C(=O)C1c1ccc(Br)cc1 is listed as -10 | 2.4 | -6 | -0.5 | -3 | 10 | 7 | -2 | -1 | -8
# O=C(CSc1nnc(-c2c[nH]c3ccccc23)o1)c1ccc(-c2ccccc2)cc1 is listed as -9 | 0.3 | -3 | -0.7 | -5 | -1 | -17 | 3 | -1 | 3
# CN(C)c1ccc(NC(=O)c2cccc([N+](=O)[O-])c2)c2ccccc12 is listed as 2 | 2.5 | 12 | -0.9 | -2 | -3 | -26 | -2 | 1 | -4
# CCOC(=O)Cc1csc(NC(=O)CCCCCN2C(=O)c3ccccc3C2=O)n1 is listed as 0 | -3.8 | 7 | -0.7 | 3 | 1 | 1 | -4 | 0 | 2

# Part of the list above, reduced to SR-BI DiI-HDL act, CAL PDZ FP-2 and CAL PDZ FP-1:
SMILES	SR-BI DiI-HDL act	CAL PDZ FP-2	CAL PDZ FP-1
COc1ccc(OC)c(S(=O)(=O)N2CCc3ccccc3C2)c1	-34	-3	-0.8
CSc1ccccc1NC(=O)c1ccc(N2CC3CC(C2)c2cccc(=O)n2C3)c(NC(=O)c2cccnc2)c1 (stereo unspecified)	11	-7	-0.6
O=C(C1CC(c2ccc(F)cc2)=NO1)N1CCCc2ccccc21 (stereo unspecified)	-16	.	-4.3

# Carrying on.
# Short forms: A = RTF Ca sens inh; B = C-LANA FP; C = Rtt109 HAT inh; D = CAL PDZ FP-1; E = Keap1-Nrf2 PPI; F = DAGLB inh; G = SR-BI DiI-HDL act; H = RTF Ca sens act; I = CAL PDZ FP-2; J = PKA-R2B act
O=C(CNC(=O)c1ccccc1)OC1CCCCC1
  A = -6	B = -0.3	C = 7	D = -2.0	E = -4	F = 2	G = 20	H = -8	I = -1	J = 9
Cn1nnnc1SCc1csc(Nc2ccccc2)n1
  A = -16	B = -1.0	C = 2	D = -2.0	E = -1	F = -2	G = -17	H = -9	I = -10	J = 5
Cc1cccc(N(C(=O)Cc2cccs2)C(C(=O)NC2CCCC2)c2ccncc2)c1 (stereo unspecified)
  A = -9	B = 1.1	C = -8	D = -1.4	E = -4	F = 1	G = .	H = 4	I = -3	J = 0
Cc1ncc([N+](=O)[O-])n1CC(=O)N/N=C/c1ccccc1F
  A = 5	B = -1.9	C = .	D = -0.7	E = 2	F = -4	G = 6	H = -5	I = -6	J = 8
COC(=O)C(C)Sc1ccc2nnc(-c3ccc(F)cc3)n2n1 (stereo unspecified)
  A = -5	B = -0.7	C = 3	D = -0.7	E = -3	F = -5	G = 5	H = -1	I = .	J = 4
COCCNc1cc(C)nc2ccccc12
  A = 2	B = 0.7	C = 8	D = -0.1	E = -3	F = 0	G = 4	H = -6	I = 0	J = -2
COc1ccc(C(=O)Nc2cc(-c3ccc(C)cc3)no2)cc1
  A = -1	B = -3.9	C = 0	D = -1.8	E = 6	F = -10	G = .	H = -2	I = 7	J = 10
CN(C)c1ccc(C=Cc2cnccn2)cc1
  A = 0	B = 2.8	C = -4	D = 0.6	E = 1	F = -2	G = -16	H = -1	I = -6	J = 11
O=C(COC(=O)C1(c2ccc(Cl)cc2)CCCC1)N1CCc2ccccc21
  A = -5	B = 1.1	C = -10	D = -2.6	E = -4	F = -16	G = -30	H = 5	I = -3	J = -6
CCCC(CCC)C(=O)NNc1cc(=O)c2c(=O)n(C)c(=O)n(C)c2[nH]1
  A = -5	B = -0.8	C = 15	D = -2.1	E = -5	F = 4	G = 7	H = 3	I = 7	J = -5

# Rows are unselected. About 1.6% of those tested had a hit in this group.
